Screening data from PubChem BioAssay.
p53null 32C kill – selectivity test: cytotoxicity in p53 null cells, permissive temperature; AID 903; H1299-neo p53 null cells, ATP luminescence, 24 h, 32C; hit rate 0.62% among 55,000; Potency, µM (series often up to 46.1 µM), inactives show at the highest dose activity change, negative = cytotoxicity, most hits filed as cytotoxic; active = well fitted cell-killing curve with a large enough effect; inconclusive = small, poorly fitted or top-dose-only effect; inactive = no such curve, though single readings can be large or run the other way;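 note: 0% = DMSO only and -100% = full killing by 100 µM tamoxifen; nearly all actives have a fitted effect of over 55% in size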
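H1299-neo (p53-null) cells, 600/well, were pre-incubated overnight at 37C, then exposed to compounds at up to 46 uM for 24 hr at 32C. Viability was measured as ATP content by luminescence, and AC50 values came from Hill fits.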
The depositor's hits bear a star; ? = inconclusive; [ ] = another dose, or the depositor's remark. Potency is the fitted concentration of half-maximal effect. These rows are one share of the data; the hit share may differ from the screen's.

The first 6 compounds as a preview:
SMILES	p53null 32C kill
Fc1ccc(NC(=S)Nc2ccccc2OC(F)F)cc1Cl	-8%
O=C(NCCN1CCOCC1)c1cc(Cl)ccc1[N+](=O)[O-]	-4%
S=C(Nc1ccccc1Oc1ccccc1)Nc1cccc(Cl)c1Cl	-15%
CC1CCc2c(sc(NC(=O)CSc3nc4c(c(C(F)(F)F)n3)CCc3ccccc3-4)c2C(N)=O)C1 (stereo not given)	-7%
COc1ccc(N2CCN(C(=O)CCS(=O)(=O)c3cccc4nsnc34)CC2)cc1	-9%
CC(=O)/C(=N\Nc1ccc(Cl)cc1)Sc1nnc(-c2ccccc2)n1-c1ccccc1	-14%

The whole of this part, previewed entries included:
SMILES	p53null 32C kill
Fc1ccc(NC(=S)Nc2ccccc2OC(F)F)cc1Cl	-8%
O=C(NCCN1CCOCC1)c1cc(Cl)ccc1[N+](=O)[O-]	-4%
S=C(Nc1ccccc1Oc1ccccc1)Nc1cccc(Cl)c1Cl	-15%
CC1CCc2c(sc(NC(=O)CSc3nc4c(c(C(F)(F)F)n3)CCc3ccccc3-4)c2C(N)=O)C1 (stereo not given)	-7%
COc1ccc(N2CCN(C(=O)CCS(=O)(=O)c3cccc4nsnc34)CC2)cc1	-9%
CC(=O)/C(=N\Nc1ccc(Cl)cc1)Sc1nnc(-c2ccccc2)n1-c1ccccc1	-14%
C=CCOc1c(Br)cc(CNc2ccc(NC(=O)C(C)C)cc2)cc1OCC	-24%
Cc1cc(/C=C2/SC(=O)N(CC(=O)N3CCOCC3)C2=O)c(C)n1-c1ccccc1F	?
COc1ccc(CCNC(=O)c2ccc(CNS(=O)(=O)c3ccc(C(C)(C)C)cc3)cc2)cc1OC	-5%
CSc1ccc(/C=C(\NC(=O)c2ccc(C)cc2)C(=O)Nc2cccc(C)c2)cc1	0%
Cc1ccccc1OCC(=O)Nc1cc(Cl)ccc1Oc1ccccc1	-11%
CCCCOC(=O)CCN1C(=O)/C(=C2\SC(=S)N(CCC(=O)OCCCC)C2=O)SC1=S	-2%

Among those listed so far, four have nitrogen in an aromatic ring.
SMILES	p53null 32C kill
CC1CCc2c(sc(NC(=O)CSc3nc4c(c(C(F)(F)F)n3)CCc3ccccc3-4)c2C(N)=O)C1 (stereo not given)	-7%
COc1ccc(N2CCN(C(=O)CCS(=O)(=O)c3cccc4nsnc34)CC2)cc1	-9%
CC(=O)/C(=N\Nc1ccc(Cl)cc1)Sc1nnc(-c2ccccc2)n1-c1ccccc1	-14%
Cc1cc(/C=C2/SC(=O)N(CC(=O)N3CCOCC3)C2=O)c(C)n1-c1ccccc1F	?

(continued)
SMILES	p53null 32C kill
COc1ccc(CSCC(=O)Nc2ccc(S(=O)(=O)N3CCCCCC3)cc2)cc1	-9%
O=C(CSCc1ccccc1)Nc1cccc(F)c1	-17%
CC1CCC(NC(=O)c2ccc(S(C)(=O)=O)cc2)CC1 (stereo not given)	-11%
O=[N+]([O-])c1cccc(S(=O)(=O)c2ccc(N3CCCCC3)c([N+](=O)[O-])c2)c1	-19%
CCc1cc2c(=O)c(-c3ccc4c(c3)OCCO4)c(C)oc2cc1OS(C)(=O)=O	25%
COCCn1c(-c2ccc(Cl)cc2)nc2c(c(=O)c3ccccc3n2C)c1=O	18%
CCCCC(=O)NC(=S)Nc1cccc(NC(=O)c2ccco2)c1	-21%
Clc1ccc(-c2cn3cc(Br)ccc3n2)cc1Cl	-11%
CCOC(=O)c1c(-c2ccc(-c3ccccc3)cc2)csc1NC(=O)c1cccc(N2C(=O)CCC2=O)c1	2%
COc1ccc(NC(=S)NCc2ccc(S(N)(=O)=O)cc2)c(OC)c1	9%
O=C(Nc1ccccc1-c1ccccc1)c1cc(C(F)(F)F)cc(C(F)(F)F)c1	-25%
Cc1ccc(-n2nnnc2SCC(=O)Nc2ccccc2-c2ccccc2)cc1C	12%
COc1ccc(NC(=O)c2cc(SC)ccc2Cl)cc1	9%
COCCCn1c(=N)c(C(=O)NCC2CCCO2)cc2c(=O)n3cccc(C)c3nc21 (stereo not given)	6%
Cc1cccc2nc(CSc3nc4ccc([N+](=O)[O-])cc4[nH]3)cn12	-17%
CC(C)C(=O)NC(c1cccs1)c1cc([N+](=O)[O-])c2cccnc2c1O (stereo not given)	-7%
COc1ccc(C(NC(=O)c2c(F)c(F)c(F)c(F)c2F)c2ccccc2)cc1 (stereo not given)	?
COC(=O)c1c(C)oc2ccc(N(C(=O)c3ccncc3)S(=O)(=O)c3ccc4ccccc4c3)cc12	69%[activator]
CCOC(=O)C1NN=C(C(=O)c2ccccc2)C1c1ccccc1 (stereo not given)	20%
CC1CCN(C(=O)CSc2nc3[nH]ncc3c(=O)[nH]2)CC1	?
CCOc1ccc(N2CC(C(=O)Nc3cc(C)on3)CC2=O)cc1 (stereo not given)	-19%
COc1ccc2oc(-c3cccc(NC(=O)CSc4ccc(Cl)cc4)c3)nc2c1	-26%
CCCC(=O)Nc1ccc(C(=O)NCCc2ccc(F)cc2)cc1	-5%
C/C(=N\NC(=O)c1ccc(Cl)c(Cl)c1)c1ccc(Br)s1	1%
CCOC(=O)c1sc2nc(SCC(=O)NCc3ccco3)n(Cc3ccccc3)c(=O)c2c1C	7%
COc1ccc(C(=O)N(C)Cc2ccccc2)cc1Br	-4%
O=C(CSc1ccc(-c2ccco2)nn1)NCc1ccc(Cl)cc1	-5%
Cc1ccc(C(=O)N/C(=C/c2cccc([N+](=O)[O-])c2)C(=O)NC(C)C)cc1	-12%
Cc1ccccc1Oc1nc2c(C)cccn2c(=O)c1/C=C(\C#N)C(=O)Nc1c(C)n(C)n(-c2ccccc2)c1=O	5%
CCSc1nc2ccccc2n1C(=O)c1ccc(S(=O)(=O)N2CCCCCC2)cc1	-22%
Cc1[nH]c2ccccc2c1/C=C/c1nc2ccccc2c(=O)n1-c1ccc([N+](=O)[O-])cc1	-17%
Cc1cc([N+](=O)[O-])nn1Cc1ccc(C(=O)N/N=C/c2ccccc2)cc1	-9%
O=C(Oc1ccc2ccccc2c1Cl)N1CCCCCC1	?
COc1cc(N=c2c([N+](=O)[O-])nn(-c3ccc4c(c3)OCCO4)n2O)cc(OC)c1	?
O=C(/C=C/c1cccc(Cl)c1)Nc1ncccn1	-24%
O=C(COc1ccc(Cl)cc1)NCc1nnc2c3ccccc3c(-c3ccccc3)nn12	-10%
Cc1ccc(C(=O)Nc2ccc(Cl)cc2C(F)(F)F)c(Cl)c1	?
COC(=O)c1ccccc1NC(=S)NC(=O)c1ccc(C)cc1	-26%
CCC(C)c1ccc(NC(=S)NCc2cccnc2)cc1 (stereo not given)	-8%
COc1ccccc1CN1C(=O)c2cccc3cccc(c23)C1=O	-21%
CCOC(=O)c1c(NC(=O)c2ccccc2N(C)S(=O)(=O)c2ccccc2)sc2c1CCCC2	12%
Cc1c(NC(=S)NC(NC(=O)CC(C)C)C(Cl)(Cl)Cl)c(=O)n(-c2ccccc2)n1C (stereo not given)	0%
N#C/C(=C/c1ccc(-c2ccc(S(N)(=O)=O)cc2)o1)c1nc2ccccc2s1	26%
O=C(CSc1ccccc1)Nc1cc(Cl)ccc1Oc1ccccc1	-8%
O=C(COc1ccccc1[N+](=O)[O-])N/N=C/c1ccccn1	-18%
Cc1ccc(NC(=O)/C=C/C(=O)O)c([N+](=O)[O-])c1	-7%
COc1ccc(C(C)(C)C)cc1NC(=O)CCCn1c(=O)oc2ccccc21	-18%
COC(=O)c1cc(NC(=S)NCc2ccc(Cl)cc2)cc(C(=O)OC)c1	19%
O=C(Cc1ccccc1)NC1c2ccccc2-c2ccccc21	-3%
COc1ccc(NC(=O)c2cccc(NC(=O)C(C)C)c2)c([N+](=O)[O-])c1	-24%
CCOc1ccc(C(=O)O/N=C(\N)c2ccc([N+](=O)[O-])cc2)cc1OCC	-10%
Cc1ccccc1OCCNc1cc(N2CCN(CCO)CC2)ccc1[N+](=O)[O-]	?
COc1ccc(Cl)cc1NC(=S)NCc1ccccn1	-20%
Cc1ccc(S(=O)(=O)Nc2ccc(Cl)cc2C(=O)c2ccc(F)cc2)cc1	5%
COC(=O)CC1C(=O)NCCN1C(=S)NC(=O)c1ccccc1[N+](=O)[O-] (stereo not given)	-1%
O=C(CCc1ccccc1)NCCSCc1c(F)cccc1Cl	-8%
CCOC(=O)c1cc2c(nc1NC(=S)Nc1ccccc1)CC(C)(CC)OC2 (stereo not given)	-3%
COc1ccccc1Oc1c(C)oc2c(CN(C)C)c(O)ccc2c1=O	-5%
Cc1onc(-c2ccccc2)c1C(=O)NNC(=S)NC(=O)c1ccc(Br)cc1	-26%
O=S(=O)(c1ccc(Br)cc1)n1c(Cc2ccccc2)nc2ccccc21	-2%

Next part:
SMILES	p53null 32C kill
CC(=O)Nc1ccc(Br)cc1C(=O)C(=O)O	-4%
CCOC(=O)c1c(NC(=S)Nc2cccc(C)c2)sc2c1CC(C)(C)SC2	-16%
C/C(=N\NC(=O)C(=O)Nc1ccc(C)c(Cl)c1)c1ccncc1	-14%
NS(=O)(=O)c1ccc(CNC(=O)/C=C/c2ccc(Cl)c(Cl)c2)cc1	-4%
CC(=O)Nc1ccc(C(=O)OCc2ccccc2Cl)cc1	13%
Cc1ccc(N=Cc2c(O)n(-c3nccs3)c(=O)c3ccccc23)c(C)c1	13%
O=C(CCc1ccc(S(=O)(=O)NCCc2ccccc2)cc1)Nc1ccc2c(c1)OCCO2	-17%
O=C(C1CCCN(S(=O)(=O)c2ccccc2[N+](=O)[O-])C1)N1CCCC1 (stereo not given)	10%
CCc1cc2c(=O)c(-c3nc4ccccc4n3C)coc2c(CN2CCOCC2)c1O	-15%
O=C1C2C(C(=O)N1/N=C/c1ccc(N3CCCCC3)o1)C1C=CC2C12CC2 (stereo not given)	-13%
O=C(COCC(=O)N/N=C/c1ccc(F)cc1)N/N=C/c1ccc(F)cc1	-10%
CC(=O)Nc1cccc(C(=O)/C=C/c2ccc(/C=C/C(=O)c3cccc(NC(C)=O)c3)cc2)c1	-8%
COc1ccccc1C(=O)NC(=S)NNC(=O)c1sc2ccccc2c1Cl	?
Cc1cc(C)cc(N(CC(=O)Nc2ccccc2-c2ccccc2)S(=O)(=O)c2ccccc2)c1	-14%
Cc1cc(C)nc(-n2ncc3c2CC(c2ccccc2C)CC3=O)n1 (stereo not given)	-1%
O=C(CSc1nc2nc3c(cc2c(=O)n1-c1ccccc1)CCCC3)Nc1ccccc1	22%
CCOC(=O)c1c(-c2ccccc2)csc1NC(=O)CCN1C(=O)c2ccccc2C1=O	8%
Cc1c(Cl)cccc1NC(=O)Nc1ccc(C(=O)N2CCCC2)cc1	-25%
O=C(NC(C(=O)c1ccccc1)N1CCCCCC1)c1ccco1 (stereo not given)	4%
CC(C)c1ccc(S(=O)(=O)/N=C2/C=C(Sc3ncn[nH]3)C(=O)c3ccccc32)cc1	6.3µM*
CC(Sc1nnc(-c2ccccc2)c(-c2ccccc2)n1)C(=O)Nc1ncc(Cl)cc1Cl (stereo not given)	-4%
O=C(Nc1ccc(S(=O)(=O)N2CCCC2)cc1)c1ccc(CN2CCc3ccccc3C2)cc1	-22%
O=C(NNC(=O)c1ccco1)c1ccccc1	-25%
O=[N+]([O-])c1ccc2sc(SCc3nc4ccccn4c3Br)nc2c1	-30%
Cc1cc(SCC(=O)NCCN2C(=O)CSC2=O)nc2ccccc12	-4%
CCCC1N2CC3([N+](=O)[O-])CN1CC([N+](=O)[O-])(C2)C3(C)C (stereo not given)	-5%
O=C(O)CCN1C(=O)c2ccc(NC(=O)CSc3ccccc3)cc2C1=O	-5%
O=C(COc1ccccc1)NNC(=O)c1cc2ccccc2oc1=O	-11%
O=C(Cn1c(COc2ccc(Cl)cc2)nc2ccccc21)NCC(F)(F)F	-23%
O=C(/C=C/c1ccccc1[N+](=O)[O-])NCc1cccnc1	-27%
NNC(=O)c1cccc(COc2ccc(Br)cc2)c1	?
CCOC(=O)c1cc(-c2ccccc2)sc1NC(=O)CCN1C(=O)c2ccccc2C1=O	-2%
CCCC(=O)NC(c1cccs1)c1cc([N+](=O)[O-])c2cccnc2c1O (stereo not given)	?
Cc1cc(=O)oc2cc(Nc3ccccc3)ccc12	15%
CC1(c2ccccc2)CC(C)(C)N2C(=O)/C(=C3\SC(=S)NC3=O)c3cccc1c32 (stereo not given)	7%
Cc1ccc(/C=N/NC(=O)CNC(=O)COc2ccccc2)cc1	-5%

3 records picked at random from those above, as already listed:
SMILES	p53null 32C kill
Cc1cc(SCC(=O)NCCN2C(=O)CSC2=O)nc2ccccc12	-4%
NNC(=O)c1cccc(COc2ccc(Br)cc2)c1	?
CCCC1N2CC3([N+](=O)[O-])CN1CC([N+](=O)[O-])(C2)C3(C)C (stereo not given)	-5%

Additional results
SMILES	p53null 32C kill
COc1cc(CNc2ccc(CNc3ncn[nH]3)cc2)cc(Cl)c1OCc1ccccc1	-2%
O=C(C1=C(O)C(=O)N(CCCN2CCOCC2)C1c1ccncc1)c1cc2ccccc2o1 (stereo not given)	-3%
Cc1cccc(N2C(=O)CC(Sc3ccccc3C(=O)O)C2=O)c1 (stereo not given)	-2%
Nc1ccccc1Nc1cc(-c2cccc(Cl)c2)nn1-c1ccccc1	8%
COc1ccc(CCn2c(-c3cc([N+](=O)[O-])cc([N+](=O)[O-])c3)nc3nc4ccccc4nc32)cc1OC	-1%
COCCCN(CCCN)Cc1ccco1	-6%
O=C(N/N=C/c1ccc[nH]1)c1ccccc1[N+](=O)[O-]	-10%
O=C(NC(=S)N1CCN(c2ccc(Cl)cc2[N+](=O)[O-])CC1)c1cccs1	14%
COc1ccccc1NC(=S)N(Cc1ccco1)Cc1cc2cc(C)cc(C)c2[nH]c1=O	-6%
CSc1ccc(/C=N/NC(=O)c2cc(O)cc(O)c2)cc1	?
Cc1nc(Nc2nc(CSc3ccc(Cl)cc3)cc(=O)[nH]2)nc2ccccc12	-20%
C=C(C)CNC(=S)NNC(=O)c1ccc(Br)cc1	-17%
